12-LOX inh: blocks human arachidonate 12S-lipoxygenase; purified 12hLO, xylenol orange hydroperoxide absorbance; Potency, µM (titrated, usually from 108 µM), for inactives: top-dose activity change, negative = inhibition, usual class: inhibitors; 580,000 tested, 1.1% active; AID 1671190; note: potency is the fitted concentration of half-maximal effect; % is set by controls: 0 for no effect and ±100 for the full control effect
Target sequence (P18054 whole entry, looked up): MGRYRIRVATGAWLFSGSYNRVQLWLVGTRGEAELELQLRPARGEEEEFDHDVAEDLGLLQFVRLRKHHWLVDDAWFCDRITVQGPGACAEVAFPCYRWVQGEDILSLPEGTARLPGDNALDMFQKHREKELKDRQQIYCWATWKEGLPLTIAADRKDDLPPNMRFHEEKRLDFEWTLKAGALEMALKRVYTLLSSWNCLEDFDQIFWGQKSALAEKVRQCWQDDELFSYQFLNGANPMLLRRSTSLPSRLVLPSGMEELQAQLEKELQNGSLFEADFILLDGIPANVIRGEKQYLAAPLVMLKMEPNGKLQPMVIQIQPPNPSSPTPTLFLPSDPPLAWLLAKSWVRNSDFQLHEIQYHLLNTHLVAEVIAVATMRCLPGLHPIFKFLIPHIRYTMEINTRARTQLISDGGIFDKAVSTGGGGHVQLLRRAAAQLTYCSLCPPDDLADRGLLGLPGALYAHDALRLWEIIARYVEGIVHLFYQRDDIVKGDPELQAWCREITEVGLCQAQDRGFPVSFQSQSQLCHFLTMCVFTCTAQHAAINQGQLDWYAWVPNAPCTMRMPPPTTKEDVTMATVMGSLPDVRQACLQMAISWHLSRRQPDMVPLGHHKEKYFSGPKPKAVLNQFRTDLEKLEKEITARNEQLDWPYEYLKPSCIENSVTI
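Purified human 12hLO at 150 nM in 25 mM Hepes, 0.01% Triton X-100, pH 7.0, preincubated 15 min at room temperature with compound. Reaction started with 40 uM arachidonic acid, 30 min at room temperature. Hydroperoxide measured by Fe-xylenol orange, 573/405 nm absorbance ratio.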
LDHA block: blocks human lactate dehydrogenase A; P00338; purified LDHA, NADH/diaphorase-resazurin fluorescence; active compounds read low; activity change, % (values are at about 110 or 230 µM); 480,000 tested, 0.15% active; AID 1347041; in the data active = activity change below about -30%; inconclusive = mostly about -25% to -30%;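 note: plate controls were DMSO wells for no effect and wells without enzyme for full effect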
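Enzyme activity of human lactate dehydrogenase 5 (2 nM; 0.06 mM NADH, 0.2 mM pyruvate, 5 min, RT) is measured via a resazurin/diaphorase fluorescence readout of residual NADH.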
Pol kappa inh: inhibitors of human DNA polymerase kappa; purified Pol kappa, fluorescent DNA synthesis assay, 10 min; Potency, µM (doses to about 107 µM), inactives show top-dose activity, negative = inhibition, hits mostly inhibitors; 400,000 tested, 0.53% active; AID 588579; note: potency is the fitted concentration of half-maximal effect; % is set by controls: 0 for no effect and ±100 for the full control effect
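10 nM Pol kappa was preincubated with compounds for 15 min at room temperature. Reaction started with 50 nM (final) substrate. Fluorescence read kinetically at 0 and 10 min.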
Pol eta inh: inhibitors of human DNA polymerase eta. Q9Y253. recombinant Pol eta, fluorescent DNA replication assay. Potency, µM (top dose mostly 114 µM), inactives show top-dose activity change, negative = inhibition, usual class: inhibitors. 390,000 tested, 1.2% active. AID 588591; note: potency is the fitted concentration of half-maximal effect; % is set by controls: 0 for no effect and ±100 for the full control effect
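Pol eta at 10 nM preincubated with compounds 15 min at room temperature; reaction started with fluorescent substrate (50 nM final) and read kinetically at 0 and 10 min.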
RGS4 inhibitor: inhibitors of human regulator of G protein signaling 4. Potency, µM (titrated, usually from 114 µM), for inactives: at the top dose activity change, negative = inhibition, usual class: inhibitors. 390,000 tested, 0.039% active. Transcreener GDP fluorescence polarization, RGS4-accelerated GTP hydrolysis; note: potency is the fitted concentration of half-maximal effect; % is set by controls: 0 for no effect and ±100 for the full control effect; nearly all actives have a fitted effect of over 75% in size; some results filed as inactive show a strong effect at the top dose
Target sequence (P49798 whole entry, looked up): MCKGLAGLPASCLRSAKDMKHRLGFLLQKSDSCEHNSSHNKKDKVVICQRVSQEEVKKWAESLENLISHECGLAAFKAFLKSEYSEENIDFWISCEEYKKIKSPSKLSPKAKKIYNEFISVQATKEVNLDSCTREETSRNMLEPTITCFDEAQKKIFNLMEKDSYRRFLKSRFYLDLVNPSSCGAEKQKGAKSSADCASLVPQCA
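MLSMR compounds (23 nl, pin-transferred) preincubated 10 min at room temperature with a 500nM (2x) first reagent, then RGS4 at 900nM (2x) plus Transcreener GDP mix added; fluorescence polarization (620/688 nm) read before and after 90 min at 30 °C.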
APE1 inh: APE1 (human) endonuclease inhibition; P27695; recombinant APE1, TAMRA/BHQ-2 abasic DNA cleavage fluorescence; Potency, µM (doses to about 65.8 µM), for the others: at the top dose activity change, negative = inhibition, hits mostly inhibitors; 350,000 tested, 0.35% active; AID 2517;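 note: potency is the fitted concentration of half-maximal effect; plate controls were vehicle for no effect and reference inhibitor for full effect; nearly all actives have a fitted effect of over 55% in size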
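APE1 at 0.75 nM final was preincubated with compound 15 min at room temperature, then 50 nM double-stranded THF abasic-site substrate (5'-TAMRA/3'-BHQ-2) was added. Fluorescence (ex 525/em 598 nm) was read kinetically; third-minus-first read gave activity.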
ERG-DNA inh: ERG Ets/DNA interaction inhibition. fluorescence polarization, His-ERG Ets domain / labelled DNA. 370,000 tested, 0.028% active. Potency, µM (titrated, usually from 76.9 µM), for the others: top-dose FP activity, negative = inhibition, hits mostly inhibitors; active = well fitted inhibition curve with a large enough effect in the polarisation, with a control signal flat; inconclusive = small, poorly fitted or top-dose-only effect, or effect the other way, or a change in a side signal; inactive = no such curve, though single readings can be large or run the other way; the % refers to the polarisation;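 note: polarization taken with two DNA probes labelled with fluorescein and Texas red; potency is the fitted concentration of half-maximal effect; % of control where 0% means no effect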
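His-tagged ERG Ets domain (1 uM in the protein solution; 300mM KCl, 50mM Tris-HCl, 1mM EDTA, 1mM DTT, pH 7.5) received compound, then a probe mix of 5 nM fluorescein-DNA and 100nM Texas-615-DNA. Fluorescence polarization was read for both dyes.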
Anesthetic bind: candidate novel general anesthetic via apoferritin binding; apoferritin/1-aminoanthracene competitive binding, fluorescence; Potency, µM (series often up to 77.5 µM), for the others: top-dose activity change, negative = displacement, actives largely listed as inhibitors; 350,000 tested, 0.074% active; AID 485281; note: potency is the fitted concentration of half-maximal effect; % is set by controls: 0 for no effect and ±100 for the full control effect; nearly all actives have a fitted effect of over 20% in size
Target sequence (P02791 2-175 limits assumed): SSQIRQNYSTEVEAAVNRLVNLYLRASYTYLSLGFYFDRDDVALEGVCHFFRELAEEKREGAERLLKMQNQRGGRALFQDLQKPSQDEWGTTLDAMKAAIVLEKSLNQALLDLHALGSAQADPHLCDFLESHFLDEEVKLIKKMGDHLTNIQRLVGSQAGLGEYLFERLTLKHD
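Read-out: endpoint 1-AMA fluorescence, excitation 380 nm and emission 535 nm, after compounds sit 10 min at room temperature with 10 uM horse-spleen apoferritin in 50% saturated 1-AMA/PBS. Values come from four-parameter Hill fits.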
POLB inh: inhibitors of human DNA polymerase beta. AID 485314. Potency, µM (doses to about 114 µM), without a hit: at the highest dose activity change, negative = inhibition, usual class: inhibitors. 340,000 tested, 1.3% active. Pol beta primer extension/strand displacement, fluorescence kinetic; note: potency is the fitted concentration of half-maximal effect; % is set by controls: 0 for no effect and ±100 for the full control effect
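Values derive from four-parameter Hill fits of normalized kinetic data: reads at 0 and 10 min following addition of 50 nM substrate to 10 nM Pol beta preincubated 15 min with compound.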
An asterisk follows results filed as active; [ ] = remark or other dose. Unless noted, calls come from the whole dose curve; as a rule, active = well fitted curve in the direction sought with a large enough effect; inconclusive = small, poorly fitted or top-dose-only effect, or another doubt; inactive = no such curve, though single readings can be large; an effect the other way counts as inactive or inconclusive.

Results for COC(=O)c1ccc(COC(=O)CNC(=O)c2ccc(C)s2)cc1 ?
12-LOX inh: 25.1%; LDHA block: -6.9; Pol kappa inh: -18.0%; Pol eta inh: -6.3%; RGS4 inhibitor: 29.5%; APE1 inh: 16.8%; ERG-DNA inh: 3.1%

Results for Cc1ccc(S(=O)(=O)C(CNC(=O)COc2ccc(Cl)cc2)c2ccco2)cc1 (centres undefined) ?
12-LOX inh: inconclusive; LDHA block: -7.1; Pol kappa inh: -10.1%[60.1 µM]; Pol eta inh: -15.0%; RGS4 inhibitor: -1.1%; ERG-DNA inh: 2.9%; Anesthetic bind: -2.9%; POLB inh: -28.1%

What do the screens show for `CCN1CCN(c2nc(Nc3ccccc3)nc(N)c2[N+](=O)[O-])CC1`?
12-LOX inh: -13.3%; LDHA block: -7.6; Pol kappa inh: -6.4%; Pol eta inh: -17.6%; RGS4 inhibitor: -17.7%; APE1 inh: 3.0%; Anesthetic bind: -23.7%; POLB inh: 1.8%

What do the screens show for `CCN(CC)CCN(C(=O)c1ccc2c(c1)CCCC2)c1nc2c(C)cccc2s1`?
12-LOX inh: 40.3%[activator]; LDHA block: 4.3; Pol kappa inh: -2.5%; Pol eta inh: -19.4%; RGS4 inhibitor: -0.2%; APE1 inh: 2.0%; ERG-DNA inh: 6.3%; Anesthetic bind: -0.6%; POLB inh: 4.1%

How did COc1ccccc1-n1cnnc1SCC(=O)N1CCN(S(=O)(=O)c2ccccc2)CC1 do in these assays?
12-LOX inh: -19.7%; LDHA block: -3.2; Pol kappa inh: -3.8%; Pol eta inh: 7.4%; RGS4 inhibitor: 5.7%; APE1 inh: -17.2%; ERG-DNA inh: -4.2%; Anesthetic bind: -19.0%; POLB inh: 13.9%

Results for O=S(=O)(NCc1ccc2c(c1)OCO2)c1ccc2c(c1)oc1ccccc12 ?
12-LOX inh: -31.8%; LDHA block: -5.8; Pol kappa inh: -12.1%; Pol eta inh: 3.0%; RGS4 inhibitor: -23.1%; APE1 inh: -7.6%; Anesthetic bind: 6.3%; POLB inh: -0.4%

What do the screens show for `CC1(c2nnc(-c3ccc(F)cc3)o2)CC(c2ccc(F)cc2)=NO1` (centres undefined)?
12-LOX inh: 8.7%; LDHA block: -2.6; Pol kappa inh: -6.3%; Pol eta inh: -6.9%; RGS4 inhibitor: -1.9%; APE1 inh: 3.4%; ERG-DNA inh: -5.5%; Anesthetic bind: -17.3%; POLB inh: 3.0%

What do the screens show for `CCCOc1ccc(-c2nc(C#N)c(NCC3CCCO3)o2)cc1` (centres undefined)?
12-LOX inh: 9.7%; LDHA block: -2.2; Pol kappa inh: -14.2%; Pol eta inh: -19.1%; RGS4 inhibitor: -0.7%; APE1 inh: 1.0%; ERG-DNA inh: -5.6%; Anesthetic bind: -16.3%; POLB inh: 8.0%

How did CCC1CCCCN1Cc1c(O)ccc2c(=O)c(Oc3ccccc3Cl)c(C(F)(F)F)oc12 (centres undefined) do in these assays?
12-LOX inh: inconclusive; LDHA block: -7.8; Pol kappa inh: 1.8%; Pol eta inh: -23.2%; RGS4 inhibitor: 4.8%; ERG-DNA inh: -0.1%; Anesthetic bind: 0.2%; POLB inh: -2.1%

How did COc1ccc(NC(=O)CN(C)C(=O)c2ccc3ccccc3n2)cc1 do in these assays?
12-LOX inh: -0.1%; LDHA block: -8.6; Pol kappa inh: -16.9%; Pol eta inh: -4.6%; RGS4 inhibitor: 15.4%; APE1 inh: -2.6%; ERG-DNA inh: 10.2%

What do the screens show for `Cc1cccc(NC(=O)c2cc(-c3ccc(C)s3)nc3ccccc23)n1`?
12-LOX inh: inconclusive; LDHA block: -2.2; Pol kappa inh: -2.5%; Pol eta inh: -16.8%; RGS4 inhibitor: -10.4%; APE1 inh: -7.4%; ERG-DNA inh: 5.8%; Anesthetic bind: 52.5%[activator]; POLB inh: -25.1%

How did CCN1C(=O)CC(N2CCN(c3ccc(OC)cc3)CC2)C1=O (centres undefined) do in these assays?
12-LOX inh: -6.0%; LDHA block: -3.1; Pol kappa inh: -17.7%; Pol eta inh: -11.4%; RGS4 inhibitor: -18.0%; APE1 inh: 25.7%; ERG-DNA inh: -3.6%; Anesthetic bind: -13.7%; POLB inh: 11.4%

How did C=C(C)CN(CC)C(=O)CN1C(=O)NC2(CCc3ccccc32)C1=O (centres undefined) do in these assays?
12-LOX inh: 16.8%; LDHA block: -0.2; Pol kappa inh: -11.3%; Pol eta inh: 2.1%; RGS4 inhibitor: -4.7%; APE1 inh: 4.2%; ERG-DNA inh: 2.9%; Anesthetic bind: -10.6%; POLB inh: 13.4%

What do the screens show for `CN1CCN(CCNC(=O)c2cnn(-c3cccc(Cl)c3)c2C2CCN(C(=O)OC(C)(C)C)CC2)CC1`?
12-LOX inh: -9.4%; LDHA block: -7.1; Pol kappa inh: 8.8%; Pol eta inh: -10.6%; RGS4 inhibitor: 9.9%; ERG-DNA inh: -2.7%; Anesthetic bind: -12.3%; POLB inh: 2.3%

How did CC1=CC(C)[C@H](/C=N/n2c(=O)[nH]c3c([nH]c4ccc(Br)cc43)c2=O)C(C)C1 (some centres undefined) do in these assays?
12-LOX inh: -21.4%; LDHA block: -4.7; Pol kappa inh: -27.1%; Pol eta inh: -3.6%; RGS4 inhibitor: -8.0%; APE1 inh: -0.8%; ERG-DNA inh: 2.6%; Anesthetic bind: -0.4%; POLB inh: 0.1%

How did Cc1ccc(CNC(=O)CCS(=O)(=O)c2ccc(Cl)cc2)cc1 do in these assays?
12-LOX inh: -21.2%; LDHA block: -5.0; Pol kappa inh: 1.7%; Pol eta inh: -12.2%; RGS4 inhibitor: -17.8%; APE1 inh: 2.0%; ERG-DNA inh: -2.1%; Anesthetic bind: 5.2%; POLB inh: 1.1%[57.1 µM]

Results for O=C(c1cccn2c(=O)c3cc(Br)ccc3nc12)N1CCN(c2ccccn2)CC1 ?
12-LOX inh: -17.2%; LDHA block: -1.4; Pol kappa inh: 0.0%; Pol eta inh: -10.7%; RGS4 inhibitor: 28.7%; APE1 inh: -0.9%; ERG-DNA inh: -3.6%; Anesthetic bind: 1.1%; POLB inh: 2.8%

What do the screens show for `Cc1cc(C)n(-c2ccc(C(=O)N3CCN(S(=O)(=O)c4ccc(Cl)cc4)CC3)cc2)n1`?
12-LOX inh: inconclusive; LDHA block: -0.6; Pol kappa inh: -3.4%; Pol eta inh: -5.0%; RGS4 inhibitor: 29.4%; APE1 inh: -2.5%; ERG-DNA inh: 0.5%

How did Cc1cc(C)n(C(=O)CSc2nc3ccccc3o2)n1 do in these assays?
12-LOX inh: 7.1%; LDHA block: 0.9; Pol kappa inh: -11.6%; Pol eta inh: 3.1%; RGS4 inhibitor: 11.2%; APE1 inh: 2.1%; ERG-DNA inh: 8.6%; Anesthetic bind: -15.2%; POLB inh: 7.8%

How did COC(=O)c1[nH]c2ccc(Br)cc2c1NC(=O)C(C)N1CCN(C2CCCCC2)CC1 (centres undefined) do in these assays?
12-LOX inh: -13.7%; LDHA block: -4.6; Pol kappa inh: -3.3%; Pol eta inh: -20.1%; RGS4 inhibitor: -1.1%; APE1 inh: -1.3%; ERG-DNA inh: 1.8%; Anesthetic bind: inconclusive; POLB inh: 0.1%

How did O=C(c1cccc(S(=O)(=O)Nc2cccc(C(F)(F)F)c2)c1)N1CCOCC1 do in these assays?
12-LOX inh: 2.7%; LDHA block: -12.5; Pol kappa inh: -5.1%; Pol eta inh: -5.6%; RGS4 inhibitor: -4.9%; APE1 inh: 2.0%; ERG-DNA inh: 3.9%; Anesthetic bind: 0.3%; POLB inh: 1.7%

What do the screens show for `O=[N+]([O-])c1ccc(Sc2ccc(F)cc2)nc1`?
12-LOX inh: -0.6%; LDHA block: -7.4; Pol kappa inh: 0.0%; Pol eta inh: 5.2%; RGS4 inhibitor: 7.0%; ERG-DNA inh: -17.6%

What do the screens show for `CCOc1ccc(-c2cn3c(n2)sc2cc(C(=O)NC4CCCc5ccccc54)ccc23)cc1` (centres undefined)?
12-LOX inh: -10.1%; LDHA block: -6.9; Pol kappa inh: 0.2%; Pol eta inh: -4.3%; RGS4 inhibitor: 9.9%; ERG-DNA inh: -1.6%; Anesthetic bind: 7.9%; POLB inh: 1.4%

Results for CC1CCCCN1C(=O)Cc1ccc(F)cc1 (centres undefined) ?
12-LOX inh: 71.3%[activator]; LDHA block: -3.8; Pol kappa inh: -4.1%; Pol eta inh: 2.6%; RGS4 inhibitor: 3.1%[56.9 µM]; APE1 inh: -3.5%; ERG-DNA inh: 0.4%; Anesthetic bind: -2.1%; POLB inh: -25.7%

How did C=CCNC(=S)N1CC2(C)CN(C(=S)NCC=C)CC(C)(C1)C2=O do in these assays?
12-LOX inh: 228.9%[activator]; LDHA block: 0.0; Pol kappa inh: 7.9%; Pol eta inh: -2.9%; RGS4 inhibitor: -14.5%; APE1 inh: 2.4%; ERG-DNA inh: 15.8%; Anesthetic bind: 2.3%; POLB inh: inconclusive

High-throughput results from PubChem BioAssay.

The list is partial; the hit share may differ from the screen's.
